Assay outcomes deposited in PubChem by Broad Institute.
CD40 NFkB inh: CD40 pathway inhibition in BL2 cells; BL2 NF-kB luciferase reporter, CD40L-induced, 4 h; inhibition, % at 10 µM; 83,000 tested, 0.94% active;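 active means mean inhibition of at least 50% with a set share of replicates also reaching that level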;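 further: 0% = neutral control wells and 100% = IKK inhibitor VII at 50 µM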
Numbers without * were called inactive; [ ] = remark or other dose. These rows are one share of the data. The share of hits here may be higher or lower than overall.

The opening 3 entries as a preview:
SMILES	CD40 NFkB inh
CC(C)CC#Cc1ccc([C@H]2[C@H]3CN(C(=O)c4cccc(F)c4)CC(=O)N3[C@H]2CO)cc1	20.6[25 µM]
OC[C@H]1[C@H](c2ccc(/C=C/c3ccccc3)cc2)[C@@H]2CN(Cc3ccncc3)CCCCN12	-23.7[25 µM]
Cc1ccc2oc(=O)n(CC(=O)OCCC(C)C)c2c1	2.5

Results, previewed entries included:
SMILES	CD40 NFkB inh
CC(C)CC#Cc1ccc([C@H]2[C@H]3CN(C(=O)c4cccc(F)c4)CC(=O)N3[C@H]2CO)cc1	20.6[25 µM]
OC[C@H]1[C@H](c2ccc(/C=C/c3ccccc3)cc2)[C@@H]2CN(Cc3ccncc3)CCCCN12	-23.7[25 µM]
Cc1ccc2oc(=O)n(CC(=O)OCCC(C)C)c2c1	2.5
CC(NC(=O)C1CCCN(C(=O)N(C)C)C1)c1ccccc1 (stereo not given)	3.0
O=C(COc1ccc2ccccc2c1Br)NCc1ccccn1	-39.2
COc1ccc(OC)c(C(=O)COC(=O)c2cccnc2SC)c1	-8.4
CN1C(=O)c2cc(NC(=O)C3CCCCC3)ccc2OC[C@H]2O[C@@H](CC(=O)NC3CCCC3)CC[C@@H]21	3.9
COc1cccc(C(=O)N(Cc2ccco2)Cc2cc3cccc(C)c3[nH]c2=O)c1	8.3
CCC(=O)N1[C@H](CO)[C@H](c2ccc(-c3cccc(OC)c3)cc2)[C@@H]1CNC(C)=O	0.7[25 µM]
COCC(=O)N1[C@@H](CO)[C@H](c2ccccc2)C12CN(C(=O)c1ccccc1)C2	-0.8[25 µM]
CCCN(C(=O)COC(=O)c1cc(CC)c(C)s1)c1c(N)n(Cc2ccccc2)c(=O)[nH]c1=O	0.3
Cc1ccc(OCCNC(=O)CCNS(=O)(=O)c2ccc3ccccc3c2)cc1	-23.8
O=C(Cc1ccccc1)NCC(=O)N1CCN(c2ccccc2)CC1	6.6
COc1ccc(-n2cc(CNCc3cnc4ccccn34)c(-c3cccc(F)c3)n2)cc1	-30.6

Taken from the entries so far, 3 compounds:
SMILES	CD40 NFkB inh
CC(C)CC#Cc1ccc([C@H]2[C@H]3CN(C(=O)c4cccc(F)c4)CC(=O)N3[C@H]2CO)cc1	20.6[25 µM]
OC[C@H]1[C@H](c2ccc(/C=C/c3ccccc3)cc2)[C@@H]2CN(Cc3ccncc3)CCCCN12	-23.7[25 µM]
Cc1ccc2oc(=O)n(CC(=O)OCCC(C)C)c2c1	2.5
